D1 antagonist = antagonists of human D1 dopamine receptor; P21728; hit rate 3.2% among 360,000; HEK293 TREx D1 cells, calcium flux, dopamine EC80; active compounds read low; activity change, negative = inhibition, % at 10 µM; AID 504652; in the data active = activity change below about -30%; note: % is set by controls: 0 for no effect and ±100 for the full control effect
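After overnight tetracycline induction at 30 C, force-coupled D1 HEK293 cells took up a no-wash calcium dye at room temperature. Compounds were added and monitored 180 s, and the response to EC80 dopamine was then recorded.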
D1 ag = agonists of human D1 dopamine receptor; hit rate 1% among 360,000; activation, % at 2 µM; HEK293 T-REx D1 cells, calcium flux, agonist mode; P21728; in the data active = activation above about 30%; note: 0% is about no effect
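Agonism was scored from calcium flux recorded over 180 s (1 read/s) after pintool compound addition, following a 10-cycle baseline. Cells were inducible force-coupled HEK293 TREx D1, plated overnight at 30 C and loaded with no-wash calcium dye.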
D2 potentiator = positively modulates the human D2 dopamine receptor allosterically; hit rate 0.34% among 340,000; potentiation, % at 10 µM; P14416; HEK293 T-REx D2, calcium flux, EC20 dopamine potentiation; AID 485347;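 active = potentiation over 3 SD above the plate norm, cut at about 30% in these data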; note: 0% is about no effect
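Tetracycline-induced HEK293 T-REx cells force-coupled to calcium signalling expressed D2; compounds were pin-added after a 10 s baseline, read kinetically 180 s, then an EC20 dopamine challenge followed with a further 180 s calcium read.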
Vif-APOBEC3G blk = inhibitors of Vif-APOBEC3G interaction | hit rate 0.076% among 410,000 | HeLa A3G-eYFP + Vif (tagged APOBEC3G with the HIV-1 protein that degrades it), YFP fluorescence, overnight | Potency, µM (titrated, usually from 46.1 µM), for inactives: top-dose activity, negative = active, hits mostly inhibitors | Q9HC16;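 note: potency is the fitted concentration of half-maximal effect; % is set by controls: 0 for no effect and ±100 for the full control effect; nearly all actives have a fitted effect of over 60% in size; hits raise eYFP signal because A3G escapes Vif-driven loss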
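HeLa cells stably expressing Vif and C-terminally eYFP-tagged A3G, seeded overnight at 37 deg C, then exposed to compound by pintool overnight at 37 deg C. Rise in yellow fluorescence (Ex 488/Em 500-530, Acumen) marks blocked Vif-driven A3G degradation.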
RXFP1 agonist = activates the human relaxin receptor RXFP1; Q9HBX9; hit rate 0.3% among 370,000; Potency, µM (series often up to 57.5 µM), inactives show top-dose activation, hits mostly activators; HEK293T-RXFP1 cAMP TR-FRET, 30 min; response scale: percent of porcine relaxin response, buffer zero; note: potency is the fitted concentration of half-maximal effect; % is set by controls: 0 for no effect and ±100 for the full control effect; nearly all actives have a fitted effect of over 60% in size; many of its hits are not listed in these tables
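HEK293 cells stably expressing RXFP1, treated 30 min at 37C with compounds plus PDE4 inhibitor Ro 20174; cAMP measured by HTRF TR-FRET. Normalized to buffer and 29 nM porcine relaxin; EC50 by Hill fit.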
Vif-A3F inh = inhibitors of Vif-A3F interaction | HeLa A3F-eYFP + Vif (tagged APOBEC3F with the HIV-1 protein that degrades it), YFP fluorescence increase | Potency, µM (top dose mostly 46.1 µM), for the others: at the highest dose activity, negative = active | hit rate 0.2% among 390,000; note: potency is the fitted concentration of half-maximal effect; % of control where 0% means no effect; nearly all actives have a fitted effect of over 65% in size
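Fluorescence increase (Ex 488/Em 500-530) after overnight compound treatment at 37 deg C flags inhibition of Vif-driven A3F-eYFP loss in stable HeLa A3F-eYFP/Vif cells seeded overnight beforehand.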
D1 potentiator = enhances dopamine response at the human D1 receptor; hit rate 0.036% among 360,000; potentiation, % at 10 µM; HEK293 TREx D1 cells, calcium flux, dopamine EC20 potentiation; P21728; AID 504651; in the data active = potentiation above about 30%; note: 0% is about no effect
RXFP1 antag = RXFP1 (human) relaxin receptor antagonism. Q9HBX9. HEK293-RXFP1, relaxin-stimulated cAMP HTRF, 30 min; active compounds read low. activity change, negative = inhibition, % at 57.5 µM. hit rate 0.59% among 350,000;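 active = activity change of -60% or lower, but not beyond a set lower limit; inconclusive = change between -60% and -40%, or beyond the set limit; inactive = change above -40%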; note: % is set by controls: 0 for no effect and ±100 for the full control effect
GRP78 ERSR act = induces the endoplasmic reticulum stress response in human glioma cells | hit rate 0.02% among 420,000 | U87-MG GRP78 promoter luciferase reporter, 16 h | Potency, µM, for inactives: top-dose activation, most hits filed as activators | AID 602332; note: potency is the fitted concentration of half-maximal effect; series mostly up to about 76 µM; % of control where 0% means no effect; nearly all actives have a fitted effect of over 35% in size
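ERSR induction read as luciferase luminescence (Bright-Glo, 10 min at room temperature) in stably transfected human U87-MG glioma cells exposed to compounds for 16 h, using GRP78 as sensor.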
Starred values were filed as active, the others as inactive; ? = inconclusive; · = no result given; & = joins results of further samples. Unless noted, calls come from the whole dose curve; as a rule, active = well fitted curve in the direction sought with a large enough effect; inconclusive = small, poorly fitted or top-dose-only effect, or another doubt; inactive = no such curve, though single readings can be large; an effect the other way counts as inactive or inconclusive. The list is partial; the hit share may differ from the screen's.

smiles | D1 antagonist | D1 ag | D2 potentiator | Vif-APOBEC3G blk | RXFP1 agonist | Vif-A3F inh | D1 potentiator | RXFP1 antag | GRP78 ERSR act
CCCc1nc2ccccc2c(=O)n1-c1cccc(OC)c1 | · | · | · | 1% | 0.6% | -6% | · | 3 | -1%
CCCCn1c(O)c(C(C)=Nc2ccc(C(=O)O)cc2)c(=O)[nH]c1=O | 20 | 1 | -8 | 2% | -0.3% | · | -5 | 8 | -4%
O=C1NC(=O)C(=C/C=C/c2coc3ccc(Br)cc3c2=O)C(=O)N1 | 1 | 83* | 9 | · | 3.3% | · | -2 | · | ·
CC1=C(C)CC2(CC1)C(=O)NC(=O)NC2=O | · | · | · | 2% | · | 15% | · | -14 | -7%
COc1ccc(OP(=O)(Nc2ccccc2)Nc2ccccc2)cc1 | · | 0 | 14 | -1% | 3.5% | -9% | -3 | -3 | -2%
N/C(=N/[N+](=O)[O-])N1CCN(C(=O)Oc2ccc([N+](=O)[O-])cc2)CC1 | 4 | 3 | 3 | -3% | 0.0% | 5% | -3 | 3 | -2%
CCOC(=O)COc1ccc(/C=C2\C(=O)NC(=S)N(c3ccc(OC)cc3)C2=O)cc1OC | -1 | -1 | -4 | 4% | 6.7% | -3% | -6 | 4 | -2%
COc1ncccc1C(=O)NCC(CC(=O)O)c1ccccc1 (centres undefined) | -11 | 4 | 6 | 0% | 1.5% | -16% | -12 | 4 | -3%
COc1ccc(-c2nn(CCC#N)cc2C(=O)Nc2ccccc2Br)cc1[N+](=O)[O-] | -13 | 3 | · | -15% | -1.9% | 0% | 1 | 4 | -2%
O=C(N/N=C/c1c(O)n(Cc2ccccc2)c(=O)[nH]c1=O)c1ccccc1 | 5 | 1 | -7 | -1% | 1.2% | -1% | -1 | 8 | -2%
CCOC(=O)C1CCN(/C=C2/C(=O)NC(=O)N(c3ccc(OCC)cc3)C2=O)CC1 | 36 | 2 | 4 | 0% | 0.1% | -1% | -1 | 15 | -3%
O=C(NCCc1ccc(Cl)cc1)c1ccc(Nc2nc3ccccc3n3nnnc23)cc1 | -3 | 5 | · | -12% | 23% | ? | -3 | -14 | 8%
CCN1CCN(Cc2ccccc2C)CC1 | -4 | 2 | -12 | 1% | -0.2% | -8% | 1 | -11 | -3%
Cc1ccc2c(C)c3ccc4ccccc4c3c[n+]2c1 | · | · | · | 3% | · | -1% | · | -25 | 2%
O=c1[nH]c(=O)n(CCc2ccccc2)c(O)c1C=NCc1ccc2c(c1)OCO2 | · | 1 | 18 | -5% | -0.5% | -28% | -1 | 30 | 0%
O=C(Nc1ccc2c(c1)OCO2)c1cccn(Cc2ccc(F)cc2)c1=O | · | 0 | 2 | 3% | 2.0% | 2% | 0 | · | -1%
O=C(CNC1CCCCC1)N1CCC2(CC1)OCCO2 | 8 | 2 | 0 | 1% | 1.7% | -11% | 1 | -13 | -1%
Cc1cccc(C)c1N1CCN(c2c(C)cccc2C)CC1 | 1 | 1 | 4 | 0% | -1.3% | 12% | -2 | -2 | 0%
COC(=O)N1CCN(C(=O)Cc2ccc(Cl)c(Cl)c2)C(CN2CCCC2)C1 (centres undefined) | 9 | 2 | -23 | · | 3.5% | · | -3 | · | -3%&-4%
COc1ccc(CN2CCNCC2)cc1 | -10 | 5 | 12 | -2% | 3.3% | 11% | 3 | 3 | -4%
COc1ccc(C(=O)C2CCCN(Cc3ccon3)C2)c(OC)c1 (centres undefined) | -3 | 1 | 5 | 1% | 4.4% | 9% | -2 | 1 | -5%
Cc1[nH]c2ccccc2c1CCN | · | · | · | -4% | · | 8% | · | -1 | -2%
N#Cc1cccc(NC(=O)c2sc3nc4c(cc3c2N)N2CCC4CC2)c1 | -10 | 0 | 2 | -9% | 21% | -3% | -1 | 1 | 0%
CN(C)CCc1nc2ccccc2c(=O)n1-c1ccccc1 | -2 | 4 | -22 | · | -0.7% | · | -5 | · | ·
O=C(c1n[nH]c(=O)c2ccccc12)N1CCC2(CC1)OCCO2 | 16 | 0 | 5 | 1% | 0.7% | 3% | -2 | -20 | -5%
O=C(C1CCC(=O)N1Cc1ccccc1Cl)N1CCC2(CC1)OCCO2 (centres undefined) | 3 | 2 | 6 | 1% | -1.0% | 1% | -1 | -3 | 0%
O=C1CCCC2=C1C(c1cccnc1)Nc1ccccc1N2 (centres undefined) | -4 | 1 | 2 | -6% | -0.9% | -12% | 3 | 14 | -4%
CCOP(=O)(OCC)C(NS(=O)(=O)c1ccccc1)C(Cl)(Cl)Cl (centres undefined) | -33* | 1 | 5 | 1% | 4.6% | -17% | -1 | 16 | -4%
[N-]=[N+]=CC(=O)OC[C@H](N)C(=O)O | 3 | 1 | -6 | 1% | 2.2% | 3% | -2 | 0 | -3%
COc1c(O)cc2c(c1OC)-c1ccc(SC)c(=O)cc1C(NC(C)=O)CC2 (centres undefined) | · | · | · | -39% | · | 1% | · | 6 | -1%
COc1cccc(-c2nn(CCC#N)cc2C(=O)Nc2ccccc2Cl)c1 | 0 | 1 | -4 | ? | 0.4% | 0% | -4 | 4 | -5%
CCc1ccc(CN2CCN(Cc3ccc(SC)cc3)CC2)cc1 | 4 | 9 | · | -4% | -0.1% | 0% | 3 | -62* | -5%
COc1ccc(-c2nn(CCC#N)cc2C(=O)Nc2ccccc2Br)cc1 | -11 | 2 | -2 | 0% | 0.7% | 0% | -11 | 9 | -3%
CCN(CC)C(=O)c1ccc(NC(=O)Nc2ccccc2F)cc1 | -11 | -3 | 1 | -7% | -2.5% | 2% | -5 | -7 | -5%
CN1CCCN(C(=O)COc2ccc(Br)cc2)CC1 | 8 | 2 | 25 | -4% | 0.1% | 0% | -2 | 9 | -3%
Cc1cc(OCC(=O)N2CCN(CC(=O)N3CCOCC3)CC2)c(C(C)C)cc1Cl | · | · | · | -14% | · | -1% | · | 3 | 1%
COc1cc(CNCCc2ccc3c(c2)OCO3)ccc1O | 1 | 8 | -5 | -2% | -4.7% | 1% | 12 | -13 | 1%
CC(=O)c1cn(Cc2ccc(F)cc2)c2ccccc12 | -15 | 7 | 9 | -29% | -0.9% | -3% | -6 | -11 | 0%
O=c1[nH]c(O)c(N=Nc2ccc(Cl)c(S(=O)(=O)Nc3ccccc3Cl)c2)c(=O)[nH]1 | · | · | · | -5% | · | -2% | · | -1 | ?
Cc1cc(C)c(S(=O)(=O)N2Cc3ccccc3-n3nncc3C2)c(C)c1 | · | · | · | 1% | · | -1% | · | -3 | -1%
CC(=O)OC1(c2ccccc2)CCN(C)C2CCCCC21 (centres undefined) | 8 | 8 | 13 | 2% | -0.5% | -5% | -1 | 7 | -3%
Cn1c(O)c(/C=N/N2CCCCC2)c(=O)[nH]c1=O | 2 | 1 | 0 | -2% | 3.7% | 1% | -3 | 25 | -2%
COc1cc(OC)c2c(c1)O[C@@H](c1ccc(OC)c(OC)c1)[C@H](O)C2 | -3 | 2 | -2 | 0% | -1.3% | -2% | -4 | 3 | -2%
NC(=O)Cn1cc(C(=O)c2ccccc2F)c2ccccc21 | -4 | 2 | 9 | 0% | -2.2% | 3% | -2 | -7 | 1%
Cc1cc(OC(=O)c2cccs2)c2c3c(c(=O)oc2c1)CCCC3 | -4 | 5 | 2 | -10% | 3.0% | -3% | -2 | -14 | -3%

Fetched one by one from the list above, 2 records:
smiles | D1 antagonist | D1 ag | D2 potentiator | Vif-APOBEC3G blk | RXFP1 agonist | Vif-A3F inh | D1 potentiator | RXFP1 antag | GRP78 ERSR act
CCOC(=O)C1CCN(/C=C2/C(=O)NC(=O)N(c3ccc(OCC)cc3)C2=O)CC1 | 36 | 2 | 4 | 0% | 0.1% | -1% | -1 | 15 | -3%
CCN(CC)C(=O)c1ccc(NC(=O)Nc2ccccc2F)cc1 | -11 | -3 | 1 | -7% | -2.5% | 2% | -5 | -7 | -5%

Next part
smiles | D1 antagonist | D1 ag | D2 potentiator | Vif-APOBEC3G blk | RXFP1 agonist | Vif-A3F inh | D1 potentiator | RXFP1 antag | GRP78 ERSR act
CC(C)c1ccc(OCC(=O)N2CCCN(C)CC2)cc1 | -12 | 3 | -11 | -8% | 0.4% | 3% | -5 | 0 | 9%
O=C(NC1(C(F)(F)F)Oc2ccccc2O1)N1CCC2(CC1)OCCO2 | 15 | -2 | 8 | ? | 1.5% | -9% | -10 | 5 | ?
COc1ccc(CCNCc2ccccc2F)cc1OC | 3 | -1 | -5 | -4% | 0.5% | -16% | 2 | 4 | 2%
CN(C)C(Cc1ccccc1)C(=O)c1ccc(-c2ccccc2)cc1 (centres undefined) | 17 | 6 | 16 | 2% | -2.4% | -3% | -2 | 2 | 0%
O=C(/C=C/c1ccc2c(c1)OCO2)c1c(O)n(CCC2=CCCCC2)c(=O)[nH]c1=O | -1 | 3 | -2 | -3% | 0.7% | -8% | 12 | 14 | 0%
Cc1cc(C)c(S(=O)(=O)NCC2CCC(C(=O)N3CCC4(CC3)OCCO4)CC2)c(C)c1 (centres undefined) | 0 | 4 | 4 | 1% | 1.1% | 0% | 2 | -6 | -2%
Cc1ccc(CN2CCCN(Cc3ccccc3C)S2(=O)=O)cc1 | 3 | 6 | 3 | 0% | 3.1% | -9% | 2 | -25 | -3%
CNC(=S)N(C)CCc1cc2c(c(OC)c1C=C1C(=O)NC(=O)NC1=O)OCO2 | -5 | 5 | 1 | 0% | -0.1% | -1% | -2 | -16 | -6%
COc1cccc([C@@]2(O)CCCC[C@@H]2CN(C)C)c1 | -10&8 | 2&8 | -6&-3 | -1% | 2.1%&0.6% | -2% | 0&0 | -10&4 | -3%&-1%
COC(=O)C1=C(c2ccc(C(C)=O)cc2)C[C@@H]2CC[C@H]1N2C(=O)NCC1CC1 | -13 | 0 | 19 | -1% | -0.7% | -10% | -3 | · | -2%
CCC(C)NC(=O)c1c(N)n(CCCOC)c2nc3ccccc3nc12 (centres undefined) | 1 | 3 | -13 | -8% | 5.5% | -9% | 2 | -5 | -3%
